# High-throughput results deposited in PubChem by National Center for Advancing Translational Sciences (NCATS).
# G9a block: inhibitors of human histone lysine methyltransferase G9a. Potency, µM (doses to about 102 µM), inactives show top-dose activity, negative = inhibition, hits mostly inhibitors. AID 504332. G9a H3K9 monomethylation, AlphaScreen, 2 h. 350,000 tested, 8.8% active; also: % is scaled to controls: 0 for no effect and ±100 for the full control effect; nearly all actives have a fitted effect of over 75% in size
# Target sequence (Q96KQ7 913-1193 limits assumed): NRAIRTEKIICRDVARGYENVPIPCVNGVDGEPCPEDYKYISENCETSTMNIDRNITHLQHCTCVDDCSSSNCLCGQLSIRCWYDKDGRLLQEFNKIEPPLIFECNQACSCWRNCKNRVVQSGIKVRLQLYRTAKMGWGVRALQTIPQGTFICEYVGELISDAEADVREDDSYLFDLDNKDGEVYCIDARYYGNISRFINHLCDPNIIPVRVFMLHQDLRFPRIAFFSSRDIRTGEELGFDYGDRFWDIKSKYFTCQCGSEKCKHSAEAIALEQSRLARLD
#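 Signal arises when biotinylated H3K9 peptide, once monomethylated, bridges streptavidin donor and antibody-captured acceptor beads. Enzyme at 20 nM was preincubated 15 min with test compounds; peptide 500 nM and SAM 20 uM then reacted for 2 h.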
# Pin1 inh: blocks the human prolyl isomerase Pin1; Pin1 FP peptide displacement, HiFluor488, 10 min; Potency, µM (titrated, usually from 115 µM), without a hit: at the top dose activity, negative = inhibition, hits mostly inhibitors; 390,000 tested, 0.009% active; AID 504891; active = well fitted inhibition curve with a large enough effect in the polarisation, with a control signal flat, not every such curve was filed as active; inconclusive = small, poorly fitted or top-dose-only effect, or effect the other way, or a change in a side signal; inactive = no such curve, though single readings can be large or run the other way; the % refers to the polarisation; also: % is scaled to controls: 0 for no effect and ±100 for the full control effect
# Target sequence (Q13526 whole entry, looked up): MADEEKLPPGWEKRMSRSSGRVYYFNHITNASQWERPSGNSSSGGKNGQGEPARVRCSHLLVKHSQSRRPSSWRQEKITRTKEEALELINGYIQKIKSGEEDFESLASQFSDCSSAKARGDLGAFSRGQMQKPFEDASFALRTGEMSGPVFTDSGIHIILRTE
# BAZ2B block: inhibitors of human BAZ2B bromodomain; Q9UIF8; AlphaScreen BAZ2B-H3K14Ac peptide displacement; Potency, µM (top dose mostly 114 µM), without a hit: at the top dose activity change, negative = inhibition, actives largely listed as inhibitors; 360,000 tested, 4.4% active; AID 504333; also: % is scaled to controls: 0 for no effect and ±100 for the full control effect; nearly all actives have a fitted effect of over 60% in size
#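 BAZ2B (50 nM) with biotin-H3(5-23)K14Ac peptide (50 nM) in PBS pH 7.4, 0.01% Tween-20, preformed 30 min, then compound 30 min at room temperature; top concentration 110uM. AlphaScreen streptavidin donor/nickel chelate acceptor beads (10 ug/mL final), 20 min dark, signal read.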
# HP1b chromo inh: blocks HP1-beta chromodomain binding to methylated histone tails; P83916; AlphaScreen HP1-beta / biotin-H3K9me3 peptide binding; Potency, µM (top dose mostly 114 µM), inactives show top-dose activity change, negative = inhibition, most hits filed as inhibitors; 390,000 tested, 0.56% active; also: nearly all actives have a fitted effect of over 70% in size; inactives centre near 23
#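 AlphaScreen: HP1-beta (50 nM) preformed 30 min with biotin-H3(1-18)K9me3 peptide (50 nM) in PBS pH 7.4, 0.01% Tween-20. Compound added for 30 min at RT, then streptavidin donor/nickel chelate acceptor beads (10 ug/mL) for 30 min.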
# GLS inh: glutaminase GLS (human) inhibition. Potency, µM (top dose mostly 45.5 µM), for inactives: top-dose activity change, negative = inhibition, usual class: inhibitors. GLS enzymatic activity, qHTS titration. 410,000 tested, 0.21% active. AID 624170. O94925; also: % is scaled to controls: 0 for no effect and ±100 for the full control effect
# Target sequence (O94925 whole entry, looked up): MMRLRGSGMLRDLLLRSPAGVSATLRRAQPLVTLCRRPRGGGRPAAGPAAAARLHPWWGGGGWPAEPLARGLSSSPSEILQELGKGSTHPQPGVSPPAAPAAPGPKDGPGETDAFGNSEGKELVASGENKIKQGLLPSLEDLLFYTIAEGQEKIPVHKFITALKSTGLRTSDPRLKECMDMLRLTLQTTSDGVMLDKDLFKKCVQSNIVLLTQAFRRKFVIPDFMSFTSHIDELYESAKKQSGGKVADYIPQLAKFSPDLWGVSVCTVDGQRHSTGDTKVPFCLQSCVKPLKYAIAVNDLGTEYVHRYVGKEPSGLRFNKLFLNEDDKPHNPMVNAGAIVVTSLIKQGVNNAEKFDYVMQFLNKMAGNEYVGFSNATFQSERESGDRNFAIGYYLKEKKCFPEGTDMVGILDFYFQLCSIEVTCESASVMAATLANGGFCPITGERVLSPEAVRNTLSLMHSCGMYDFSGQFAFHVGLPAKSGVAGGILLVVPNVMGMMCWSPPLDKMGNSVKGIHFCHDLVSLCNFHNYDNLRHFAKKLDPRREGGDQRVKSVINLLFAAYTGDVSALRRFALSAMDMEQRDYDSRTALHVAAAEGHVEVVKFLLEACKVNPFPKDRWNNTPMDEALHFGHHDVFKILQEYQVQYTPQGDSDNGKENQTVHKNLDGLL
#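 hKGA in 45 mM KH2PO4 (pH 8.2), 0.02% Tween-20 with compound, then 1mM L-Glutamine (stock as added) plus glutamate oxidase/HRP/Amplex red coupling mix. Fluorescence read initially and after 30 min at RT; signal change reflects glutamate formation.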
# Pol iota inh: blocks human DNA polymerase iota activity; Q9UNA4; Pol iota fluorescent replication assay, 10 min; Potency, µM (series often up to 115 µM), for inactives: at the highest dose activity, negative = inhibition, usual class: inhibitors; 390,000 tested, 1% active; AID 588590
#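 Pol iota at 10 nM preincubated 15 min with compounds at room temperature; reaction started with fluorescent substrate, 50 nM final. Fluorescence read kinetically at 0 and 10 min; buffer-only wells as negative control.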
# BLM helicase inh: blocks DNA unwinding by human BLM helicase | recombinant BLM DNA unwinding, fluorescence dequenching | Potency, µM (doses to about 56.1 µM), inactives show at the highest dose activity change, negative = inhibition, usual class: inhibitors | 350,000 tested, 0.2% active;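 also: plate controls were vehicle for no effect and no enzyme for full effect; nearly all actives have a fitted effect of over 35% in size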
# PGK inhibitor: T. brucei PGK inhibition | P07378 | PGK/GAPDH coupled, Kinase-Glo luminescence, 60 min | Potency, µM (titrated, usually from 57.5 µM), inactives show top-dose activity change, negative = inhibition, usual class: inhibitors | 380,000 tested, 0.043% active; also: % is scaled to controls: 0 for no effect and ±100 for the full control effect; nearly all actives have a fitted effect of over 60% in size
#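 Luminescent ATP detection (Kinase-Glo Plus) follows a 60-minute room-temperature incubation, with wells lacking PGK as controls. Buffer: 100 mM TEA (pH 7.6), 5 mM MgCl2, 0.01% Tween-20. Coupling enzyme GAPDH (100 nM final) supplies unstable 1,3-BPG in-well.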
# JMJD2A Tudor inh: JMJD2A Tudor domain (human) inhibition; AID 504339; 390,000 tested, 4.4% active; AlphaScreen JMJD2A-Tudor / H3K4me3 peptide binding; Potency, µM (highest dose often 114 µM), for the others: at the highest dose activity change, negative = inhibition, usual class: inhibitors; also: % is scaled to controls: 0 for no effect and ±100 for the full control effect; nearly all actives have a fitted effect of over 50% in size
# * marks the source's active call; other numbers are inactive results; i = inactive; ? = inconclusive; . = not tested or not shown; & = joins results of further samples; [ ] = remark or other dose. Unless noted, calls follow the shape of the dose curve; as a rule, active = well fitted curve in the direction sought with a large enough effect; inconclusive = small, poorly fitted or top-dose-only effect, or another doubt; inactive = no such curve, though single readings can be large; an effect the other way counts as inactive or inconclusive. Potency is read from the fitted curve at half-maximal effect.
# Second line of a record: G9a block	Pin1 inh	BAZ2B block	HP1b chromo inh	GLS inh	Pol iota inh	BLM helicase inh	PGK inhibitor	JMJD2A Tudor inh
CCS(=O)(=O)N1Cc2ccccc2CC1C(=O)Nc1ccccc1OC (stereo not given)
    -1%[12.7 µM]	-16%	-2%	72%[activator]	-10%	1%	-4%	-6%	0%[11.4 µM]
COC(=NC(C)C)NC(C)C
    18%[0.501 µM]	2%	0%	8%	-6%	11%	-3%	-4%	-3%
C[C@@H](C(=O)NCC1CC1)[C@@H]1C[C@@]1(C)[C@@H](NC(=O)OCc1ccccc1)c1ccccc1
    -32%	2%	-3%	33%	-2%	6%	2%&0%	3%	-6%
Cc1cc(NC(=O)c2ccc3c(c2)OCO3)ccc1NC(=O)c1ccccc1
    27%	20%	2%	-1%	5%	-10%	-2%	-4%	-1%
Cc1ccc(NS(=O)(=O)c2ccc(N/N=C/c3ccncc3)c([N+](=O)[O-])c2)c(C)c1
    -4%	-2%	-9%	43%[activator]	4%	-5%	-24%	i	-14%[57.1 µM]
NC(=O)c1ccsc1NC(=O)COC(=O)C1CCCN1C(=O)c1cccs1 (stereo not given)
    -18%	8%	-23%	-22%	-5%	?	-2%	-2%	-8%[11.4 µM]
CC(C)C[C@H]1CNC(=S)N1CC1CCN(CCC2CCCC2)CC1
    .	-3%	.	13%	8%	-13%	.	-4%	-18%
COCCNc1nnc(SCC(=O)NC2CCCCC2)s1
    4%[12.7 µM]	11%	12%	30%	1%	12%	.	-5%	-3%
O=C(NNC(=O)C1C2C=CC(C2)C1C(=O)O)c1ccccc1 (stereo not given)
    15%[59 µM]	-1%	0%	7%	5%	53%[activator]	0%	-14%	-8%
COc1ccc(N2C(=O)C3C4C=CC(CC4)C3C2=O)c([N+](=O)[O-])c1 (stereo not given)
    12%[2.33 µM]	-9%	?	2%	-8%	-10%[58.9 µM]	2%	-3%	-31%
COc1ccc(/C=C2\SC(=S)N(C(Cc3ccccc3)C(=O)O)C2=O)cc1 (stereo not given)
    25µM*	?	40µM*	?	-11%	-2%	-6%	-1%	?
O=C(Cn1c(=O)n2nc(-c3cccc(F)c3)nc2c2ccccc21)N1CCN(c2ccccc2F)CC1
    -3%[59 µM]	0%	26%	59%[activator]	-5%	25%	1%	i	-14%
Cc1ccc(NC(=O)CN2CCCN(Cc3ccccc3Cl)S2(=O)=O)c(C)c1
    -28%[59 µM]	?	-3%	42%	1%	?	-6%	i	-7%
Cc1oc2ncnc(N3CCOCC3)c2c1C(=O)NCCc1ccccc1
    -7%[59 µM]	10%	9%[57.1 µM]	49%[activator]	6%	1%	3%	-4%	9%
COc1cccc(CNC(=O)COC(=O)c2cccc(S(=O)(=O)N3CCN(C(C)=O)CC3)c2)c1
    -7%[59 µM]	-3%	-6%	23%	4%	6%	.	3%	4%
Cn1c(SCC(=O)Nc2ccc(N3CCOCC3)cc2)nnc1C1CC1
    ?	2%	-6%	38%	31%	0%	.	i	1%
NS(=O)(=O)c1ccc(CNC(=O)C2(c3ccc(Cl)cc3)CC2)cc1
    -38%	-10%	-2%	13%	3%	168%[activator]	-1%	11%	-3%
COc1ccc(C(NC(=O)C(C)C)c2ccc3cccnc3c2O)cc1 (stereo not given)
    .	0%	45µM*	46%[activator]	0%	53%[activator]	-6%	1%	-26%
COc1ccc(N2CCN(c3nc(-c4cccs4)nc4ccccc34)CC2)cc1
    20µM*	5%	?	?	0%	37%[activator]	-3%	-9%	?
Cc1ccc2nc(Cl)c(CNCc3ccccc3)cc2c1
    .	3%	-2%	61%	23%	-21%	-6%	.	0%
COc1ccccc1NC(=O)COC(=O)c1cc(C)nc2ccccc12
    ?	5%	2%	9%	5%	-4%	.	-3%	-24%
COc1ccc(-c2nnc(SCC(=O)Nc3ncc(C(F)(F)F)cc3Cl)n2CC(C)C)cc1
    21%[59 µM]	-5%	-1%	48%[activator]	0%	-1%	-3%	-6%	-6%
Cc1ccc(CN(C)C(=O)c2ccccc2Sc2ccccc2C#N)cc1
    95%[activator]	1%	?	52%[activator]	1%	-11%	-9%	-5%	1%
Nc1ccc2nc(-c3cccs3)[nH]c2c1
    -12%[59 µM]	-3%	?	8%	0%	31%[activator]	-10%	-20%	-18%
CCC(=O)Nc1ccc2c(c1)Cc1cc([N+](=O)[O-])ccc1-2
    .	?	.	25%	4%	8%	.	6%	-7%
CCN1C(=O)[C@H]2[C@@H](c3ccc(Cl)cc3)N3C(=O)CN(CCOC)C(=O)[C@@]3(Cc3ccccc3)[C@H]2C1=O
    21%	-7%	-8%	15%	-1%	-12%	-1%	-8%	-4%
CCCC1CC(C#N)N(N(C)C)C1=C(C#N)C#N (stereo not given)
    10%	3%	-6%	6%	0%	-11%[58.9 µM]	2%	-1%	9%
COc1ccc2[nH]c(=O)c(CN(C(C)=O)c3ccc(C)cc3C)cc2c1
    -3%[0.501 µM]	-5%	3%	33%	-3%	85%[activator]	-5%	-8%	1%
COC(=O)/C(=C1/Oc2cc3c(cc2S1)OCO3)C(F)(F)F
    11%[12.7 µM]	-10%	-2%	24%	?	30%	0%	0%	-14%
CCOc1cccc(C(=O)Nc2nccs2)c1
    ?	4%	-7%	27%	0%	3%	2%	-5%	-13%
CCN(C(=O)CSc1nnc(Cc2ccccc2F)n1N)C1CCS(=O)(=O)C1 (stereo not given)
    34%[59 µM]	-6%	-1%	26%	6%	3%	-2%	3%	8%
C=CCNCCCCOc1ccccc1
    ?	-1%	-22%	28%	0%	-5%	0%	-4%	3%
Cc1cc(C)n(-c2ncnc3ccccc23)n1
    5%	5%	-3%	33%	-1%	36%[activator]	-3%	9%	-11%
Cc1ccc(C(c2nnnn2C2CCCC2)N2CCc3ccccc32)cc1 (stereo not given)
    ?	3%	?	11%	9%	12%	-7%	-2%	-31%
O=C(Nc1ccccn1)c1ccc(-c2ccccc2)cc1
    .	-1%	-5%	52%[activator]	9%	-9%	-9%	-16%	9%
O=C(NC1CC1)C1=C[C@H](c2csc3ccccc23)C[C@H](OCc2ccc(CO)cc2)O1
    16%[59 µM]	18%	-12%	19%	1%	12%	-5%	-10%	-18%
CCOC(=O)c1ccccc1NC(=O)Cn1c(-c2nonc2N)nc2ccccc21
    -2%	40%[activator]	5%	32%	3%	21%	-4%	4%	-3%
C=CCC[C@@H](Cc1ccc(F)cc1)C(=O)OC[C@H]1CCCN1C(=O)[C@@H](CC=C)CC(=O)N[C@H](CO)Cc1ccccc1
    .	?	.	7%	-3%	-18%	.	2%	-30%
COc1ccc(CN(C)C(=O)c2ccc(Oc3ccccc3)cc2)cc1F
    83%[activator]	11%	47%[activator]	122%[activator]	-10%	-7%	-7%	i	96%[activator]
CCCCOC(=O)c1ccc(NC(=O)c2cc(-c3cccs3)on2)cc1
    -23%[59 µM]	6%	-3%	31%[activator]	-17%	2%	-4%	8%	-2%

# Next part, overlapping the part above by 3 compounds.
# Second line of a record: G9a block	Pin1 inh	BAZ2B block	HP1b chromo inh	GLS inh	Pol iota inh	BLM helicase inh	PGK inhibitor	JMJD2A Tudor inh
C=CCC[C@@H](Cc1ccc(F)cc1)C(=O)OC[C@H]1CCCN1C(=O)[C@@H](CC=C)CC(=O)N[C@H](CO)Cc1ccccc1
    .	?	.	7%	-3%	-18%	.	2%	-30%
COc1ccc(CN(C)C(=O)c2ccc(Oc3ccccc3)cc2)cc1F
    83%[activator]	11%	47%[activator]	122%[activator]	-10%	-7%	-7%	i	96%[activator]
CCCCOC(=O)c1ccc(NC(=O)c2cc(-c3cccs3)on2)cc1
    -23%[59 µM]	6%	-3%	31%[activator]	-17%	2%	-4%	8%	-2%
CCOC(=O)c1c(NC(=O)COC(=O)Cn2cnc3c2c(=O)n(C)c(=O)n3C)sc(C)c1CC
    ?	2%	-15%	4%	1%	-4%	.	-8%	-29%
CCOc1ccc2ccccc2c1C1NC(=O)NC(C)=C1C(=O)OCCOC (stereo not given)
    ?	7%	3%	-4%	?	2%	-3%	-8%	-20%
Fc1ccc(NCc2nnc(SCc3nnc(-c4ccccc4)o3)n2Cc2ccccc2)cc1
    ?	-6%	4%	?	8%	0%	-8%	i	?
Cc1ccccc1N(CC(=O)NC1CCCC1)C(=O)C1(C)CC(=O)N=C2C=CC(Cl)=CN21 (stereo not given)
    34%	2%	24%	-21%	-4%	99%[activator]	1%	i	3%
Cc1ccc(N=N/C(=C\O)C(=O)c2ccncc2)cc1
    ?	3%	45µM*	-30%	57%[activator]	4%	-5%	4%	?
COc1ccc(N2CCN(CCNC(=O)c3ccc4nc5ccccc5c(=O)n4c3)CC2)cc1
    7%	-1%	-15%	29%	9%	?	-1%	-6%	-4%
O=C(NCCc1ccc(Cl)cc1)Nc1ccc(F)cc1
    26%	5%	-5%	-16%	4%	50%[activator]	1%	-6%	-17%[11.4 µM]
O=C(Nc1ncc2c(n1)CC(c1ccc(Cl)cc1)CC2=O)c1ccco1 (stereo not given)
    18%	-3%	-1%	8%	-2%	38%[activator]	-2%	i	-17%
COc1ccc(C)cc1S(=O)(=O)NCC(c1cccs1)S(=O)(=O)c1ccc(C)cc1 (stereo not given)
    3%[59 µM]	4%	-11%	18%	-4%	-1%	-4%	0%	-15%
Fc1ccccc1NC(=S)N(CCN1CCCCC1)Cc1ccco1
    -11%[59 µM]	-4%	-26%	0%	-2%	103%[activator]	-3%	15%	-19%
Cc1ccc(S(=O)(=O)Nc2ccc3c(c2)nc2n3CCN(Cc3ccccc3)C2)cc1
    ?	75%[activator]	-29%	19%	-1%	-19%	-3%	i	-32%
Cc1cc(N2CCOCC2)ccc1/C=C1/SC(=O)NC1=O
    ?	25%	-26%	-1%	15%	11%	-7%	-2%	-12%
COc1ccc(-c2cn3c(n2)CCC3)cc1
    9%[2.33 µM]	-2%	?	11%	9%	8%	0%	2%	-8%
C=CCCC(=O)N1CCC(n2nccc2NC(=O)c2ccc(OC)cc2)CC1
    -13%[0.0925 µM]	0%	-1%	25%	4%	8%	-3%	-1%	-1%

# This is a subset; the hit share may differ from the screen's.
